# PV pol inh = inhibitors of poliovirus RNA polymerase binding and polymerization; P03300; poliovirus polymerase elongation, fluorescence polarization; stronger effect = lower value; % elongation, % (compound at 16.7 µg/mL); 150,000 compounds, 0.66% hits; AID 588519; in the data active = % elongation below about 90%; also: some results filed as inactive read as strong as hits
# Target sequence (P03300 1749-2209 limits assumed): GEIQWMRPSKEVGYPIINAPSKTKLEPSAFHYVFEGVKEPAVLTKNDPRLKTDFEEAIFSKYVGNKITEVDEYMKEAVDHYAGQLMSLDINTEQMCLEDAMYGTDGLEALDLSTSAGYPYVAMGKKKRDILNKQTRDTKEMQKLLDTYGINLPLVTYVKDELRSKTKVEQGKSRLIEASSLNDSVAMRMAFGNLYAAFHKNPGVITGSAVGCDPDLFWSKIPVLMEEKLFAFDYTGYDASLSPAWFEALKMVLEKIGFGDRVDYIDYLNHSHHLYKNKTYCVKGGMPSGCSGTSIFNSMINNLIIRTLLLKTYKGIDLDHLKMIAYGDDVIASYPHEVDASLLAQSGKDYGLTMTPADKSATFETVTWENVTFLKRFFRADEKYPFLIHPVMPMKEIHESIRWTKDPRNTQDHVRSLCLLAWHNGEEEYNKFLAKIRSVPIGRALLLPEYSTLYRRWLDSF
# PV pol inh FP z-score = further read-out of PV pol inh, marked with its call; z-score; measured here: FP z-score; hits read low
# Active calls of the source: *. Some of the compounds tested; count on the stated rates, not on these rows.
# Every second line gives: PV pol inh, PV pol inh FP z-score
> COc1ccc(OCC(=O)N2CCN(S(C)(=O)=O)CC2)cc1
 : 103, 0.4
> Cc1occc1-c1nnc(SC(C)C(=O)NC(C)c2ccc(Cl)cc2Cl)n1C (stereo not drawn)
 : 102, -0.1
> NCc1ccoc1C(=O)O
 : 100, -0.9
> O=C(O)CSC1=NCCS1
 : 101, -0.1
> CCCCN(Cc1ccco1)C(=O)c1cc2c(=O)n(CC)c3ccccc3c2s1
 : 101, 0.2
> CCC(Oc1ccc(F)cc1)C(=O)Nc1nc(-c2ccc(F)cc2)ns1 (stereo not drawn)
 : 104, -0.5
> COC(=O)c1[nH]c2c(c1C)C(=O)CC(c1ccccc1)C2 (stereo not drawn)
 : 102, 0.1
> CCOC(=O)C1CCCN(c2c3c(nc4cc(-c5ccc(F)cc5)nn24)CCCC3)C1 (stereo not drawn)
 : 101, 0
> COc1ccc(CC(=O)N2c3ccccc3Sc3ccccc32)cc1OC
 : 102, 0.3
> Clc1ccc2oc(-c3ccccc3)nc2c1
 : 105, 0.8
> O=C(NC1CCCC1)c1cc(=O)[nH]c2ccc(Br)cc12
 : 100, -1.2
> O=C(CCC1CCCC1)N1CCc2c([nH]c3ccccc23)C1c1ccc(Cl)cc1 (stereo not drawn)
 : 102, -1.4
> Cc1ccc(OCC(=O)Nc2ccc(S(=O)(=O)N3CCCC3)cc2)cc1
 : 106, 0.3
> Cc1ccc2c(c1)N(C(=O)CCC(=O)NC1CCCC1)CCO2
 : 101, -0.1
> COc1ccc(-n2c(=O)c3c(c4cc(OC)ccc4n3C)n(Cc3ccc(F)cc3Cl)c2=O)cc1
 : 108, 0
> CCOC(=O)Nc1cccn(Cc2ccccc2F)c1=O
 : 101, -0.4
> O=C(CCc1c[nH]c2ccccc12)N/N=C/c1ccccc1O
 : 99, -0.2
> N#Cc1c(N)n(-c2ccc(O)cc2)c2nc3ccccc3nc12
 : 100, -0.5
> O=S(=O)(c1ccc(Cl)cc1)c1nc(-c2ccccc2Br)oc1N1CCOCC1
 : 104, 0
> COc1ccc(COCC(O)CS(=O)(=O)Cc2ccc(C)cc2)cc1 (stereo not drawn)
 : 103, -0.1
> O=C(c1ccc(COc2c(F)c(F)c(F)c(F)c2F)o1)N1CCOCC1
 : 105, 0.2
> O=S(=O)(NC1CCCCC1NS(=O)(=O)c1ccc(F)cc1)c1ccc(F)cc1 (stereo not drawn)
 : 105, 1.5
> CCN(C(=O)c1cccc(S(=O)(=O)N2CCCC2)c1)c1nc2c(C)cccc2s1
 : 124, 3.3
> Cc1ccccc1Nc1sc(C(=O)c2ccccc2)c(N)c1C(N)=O
 : 98, -0.8
> O=C(CS(=O)(=O)c1cccc2nsnc12)NCc1ccccc1
 : 111, 0.9
> CN(C(=O)COCc1cc(-c2ccco2)on1)c1ccccc1
 : 102, 0.3
> CNC(=O)c1cc2c(=O)n3cc(C)ccc3nc2n(C(C)C)c1=N
 : 105, 0.7
> Cc1cc(C)cc(NC(=O)NCc2noc3ccccc23)c1
 : 111, 0.7
> Cc1ccc(Cl)cc1N1CCN(C(=O)c2cc(S(=O)(=O)N3CCCC3)cn2C)CC1
 : 114, 1.4
> O=C(NC1CCC(C(F)(F)F)OC1=O)c1ccccc1 (stereo not drawn)
 : 100, -0.5

# Compounds shown so far containing a COOH group (two):
# Every second line gives: PV pol inh, PV pol inh FP z-score
> NCc1ccoc1C(=O)O
 : 100, -0.9
> O=C(O)CSC1=NCCS1
 : 101, -0.1

# More results:
# Every second line gives: PV pol inh, PV pol inh FP z-score
> Nc1ncnc2nc(N3CCCCC3)[nH]c12
 : 107, 0.6
> CCOC(=O)c1c(CSc2ccccc2)oc2ccc(O)c(CN(C)C)c12
 : 98, -0.3
> Cn1c(=O)c2ccccc2n2c(COC(=O)C3(Cc4nc5ccccc5s4)CCCCC3)nnc12
 : 110, 1
> Cc1cccc(-n2ccnc2SCC(=O)Nc2cc(C(F)(F)F)ccc2Cl)c1
 : 101, -1.5
> CCc1ccc(NC(=O)C(C)OC(=O)c2ccc3c(c2)OCO3)cc1 (stereo not drawn)
 : 103, 0.2
> O=c1cc[nH]c2cc(N3CCOCC3)c(F)cc12
 : 104, 0.2
> FC(F)(F)c1ccnc(SCn2c(=S)sc3ccccc32)n1
 : 103, -0.2
> CC(/C=C/c1ccc[n+](C)c1)=C\C(=O)O
 : 101, 0.2
> Cc1cc(C)c(S(=O)(=O)Nc2ccc(-c3ccc(N4CCCCC4)nn3)cc2)c(C)c1
 : 111, 1.1
> O=c1cc(CN2CCC(Cc3ccccc3)CC2)c2ccc(O)cc2o1
 : 105, 0.4
> CN(C)CCCN1C(=O)C2CCc3[nH]c4ccccc4c3C2C1=O (stereo not drawn)
 : 100, -0.3
> Cn1nccc1NC(=O)c1ccccc1
 : 112, 1.3
> O=C1CNC(c2ccccc2)c2cc(Br)ccc2N1 (stereo not drawn)
 : 101, 0.2
> COc1cccc2cc(C(=O)Nc3ccc(S(=O)(=O)N4CCOCC4)cc3)c(=O)oc12
 : 100, -0.3
> CCCOc1ccc(CNC(=O)CCCN2C(=O)CSc3c2c(C)nn3-c2ccccc2)cc1
 : 105, -0.2
> O=C(CCSc1nnc2scc(-c3ccc(Cl)cc3)n12)NCCc1ccccc1
 : 103, 0.4
> O=C(Cn1cc(S(=O)(=O)c2ccc(F)cc2)c(=O)c2cc3c(cc21)OCO3)Nc1ccccc1
 : 103, -1
> COc1cccc(Nc2nnc(Cc3cccnc3)c3ccccc23)c1
 : 101, -1.3
> Cc1cc(C)cc(NC(=O)Cn2c(=O)n(C(C)C)c(=O)c3oc4ccccc4c32)c1
 : 106, -0.2
> Cc1ccc(Cc2nc3ccccc3nc2SCC(=O)N2CCCCC2)cc1
 : 100, -1.3
> CCc1ccc(-n2c(C)nc3cc(C(=O)NCCc4ccccc4)ccc32)cc1
 : 114, 1.2
> O=C(O)CSc1cnc2ccccc2n1
 : 100, 0.3
> O=c1[nH]c(NCCO)nc2sc3c(c12)CCCC3
 : 102, -0.1
> COc1ccc(NS(=O)(=O)c2ccc3[nH]c4c(c3c2)CCCCC4)cc1
 : 99, -1.9
> COc1cc2c(-c3cccc(Cl)c3)nc3c(c(C)nn3-c3ccccc3)c2cc1OC
 : 103, -0.2
> CCN(C(=O)c1cnc(N2CCOCC2)c2ccccc12)c1cc(C)ccc1C
 : 111, 0.7
> CC(C)N=Cc1c(O)[nH]c2ccccc12
 : 103, 0.4
> CC1CCCCC1NC(=O)c1cccc(NS(=O)(=O)c2ccc(Br)cc2)c1 (stereo not drawn)
 : 101, -0.1
> COc1ccc2c(c1)CCc1c(C(=O)NCCc3ccccc3)noc1-2
 : 101, 0
> Cc1cc(=O)[nH]c(SCC(=O)Nc2ccc(Br)cc2)c1C#N
 : 103, 0.3

# (cont.)
SMILES | PV pol inh | PV pol inh FP z-score
CCOC(=O)c1ccc(NC(=O)C2CCN(Cc3cnn(-c4ccccc4)c3-n3cccc3)CC2)cc1 | 99 | -1.4
Oc1ccccc1C=Nc1ccc(OC(F)(F)C(F)F)cc1 | 101 | 0.3
CCOc1ccccc1C=C(C#N)C#N | 99 | -0.2
CC(Cn1cnc2ccccc21)C(=O)N=Nc1c(O)[nH]c2ccccc12 (stereo not drawn) | 100 | -0.4
Cc1ccccc1NC(=O)C1CCN(C(=O)c2ccc(F)cc2)CC1 | 107 | 0.6
CCCn1cnc2cc(NCc3ccc(Br)cc3)ccc21 | 105 | 0.8
CCOc1ccc(NC(=O)Cn2c(=O)oc3cc(S(=O)(=O)NC4CCCC4)ccc32)cc1 | 104 | 0
COc1ccccc1C(=O)Nc1ccc2nc(SCC(=O)N3CCCc4ccccc43)sc2c1 | 110 | 0.8
COc1ccc(OC)c(C2CC(=O)c3c([nH]c(C(=O)OCC4CCCCC4)c3C)C2)c1 (stereo not drawn) | 100 | -0.6
COc1ccc(C(=O)Nc2ccc(-c3nc4cc(C)ccc4o3)c(O)c2)cc1 | 108 | 0.6
O=C(Cn1ncc2c(=O)oc3ccccc3c21)N1CCN(c2ccc(Cl)cc2)CC1 | 107 | -0.2
Cn1c(=O)c2c(-c3ccccc3)n3c(c2n(C)c1=O)C(c1cc(Cl)ccc1O)Nc1ccccc1-3 (stereo not drawn) | 110 | 0.6
Cc1ccc2oc3c(c(=O)c2c1)C(c1ccccc1F)N(CCCN(C)C)C3=O (stereo not drawn) | 105 | 0.1
COc1ccc(-n2cnc3cc(NC(=O)c4cccs4)ccc32)cc1 | 102 | 0.2
COc1cccc(CNC(=O)CCCn2ncn3c(cc4occc43)c2=O)c1OC | 106 | -0.1
COC(=O)c1ccccc1NC(=O)c1ccc(Cn2cc(Cl)cn2)cc1 | 101 | -0.1
CCOCC(=O)Nc1nnc(C2CCCCC2)s1 | 101 | 0.2
O=C(c1ccccc1)N1CCN(c2ccc(N3CCOCC3)nn2)CC1 | 98 | -1.6
O=C(NC1CCCCC1)NC1CCN(S(=O)(=O)c2cccc(Cl)c2)CC1 | 104 | 0.9
CC1Cc2ccc(F)cc2CN1C(=O)c1ccc(COc2ccccc2Br)o1 (stereo not drawn) | 101 | -0.3
CCOC(=O)/N=C(/c1ccc(Cl)cc1)c1cc2ccccc2cn1 | 112 | 0.9
Cc1ccc(NC(=O)Cn2nc(C(F)(F)F)c3c2CCC3)cc1C | 107 | 0.6
CC(C)C(=O)N=C1c2ccccc2CN1c1ccc(C#N)cc1 | 100 | -0.7
Cc1cccc(C(=O)Nc2sc3c(c2C(=O)Nc2ccccc2)CCC3)c1 | 105 | 0.5
Cc1c(C(=O)Nc2cccc(-c3nc4ccccc4s3)c2)oc2ccccc12 | 97 | -0.7
CCN(C(=O)c1cc2c(=O)n3cccc(C)c3nc2s1)c1ccc(C)c(C)c1 | 102 | -0.6
COc1ccc(Sc2nn3nnnc3c3ccccc23)cc1 | 100 | -0.2
COc1ccc(Oc2c(C)oc3cc(OC(=O)N4CCOCC4)ccc3c2=O)cc1 | 99 | -0.2
COc1ccc(/C=N/OCC(=O)N2CCOCC2)cc1 | 101 | 0.1
CCC(C)NC(=O)Cn1c(=O)n(Cc2ccccc2Cl)c(=O)c2cc(OC)c(OC)cc21 (stereo not drawn) | 102 | 0.3

# Entries of single compounds as entered above. Order of screens: PV pol inh	PV pol inh FP z-score
# Profile of CCOc1ccc(NC(=O)Cn2c(=O)oc3cc(S(=O)(=O)NC4CCCC4)ccc32)cc1 : 104	0
# Profile of CC1Cc2ccc(F)cc2CN1C(=O)c1ccc(COc2ccccc2Br)o1 (stereo not drawn) : 101	-0.3
# Profile of CCN(C(=O)c1cc2c(=O)n3cccc(C)c3nc2s1)c1ccc(C)c(C)c1 : 102	-0.6
# Profile of CCOCC(=O)Nc1nnc(C2CCCCC2)s1 : 101	0.2
# Profile of CC(Cn1cnc2ccccc21)C(=O)N=Nc1c(O)[nH]c2ccccc12 (stereo not drawn) : 100	-0.4

# Sorted by formula weight (largest number first): part of the list above
SMILES | PV pol inh | PV pol inh FP z-score
Cc1cccc(C(=O)Nc2sc3c(c2C(=O)Nc2ccccc2)CCC3)c1 | 105 | 0.5
Cc1ccccc1NC(=O)C1CCN(C(=O)c2ccc(F)cc2)CC1 | 107 | 0.6
CCOCC(=O)Nc1nnc(C2CCCCC2)s1 | 101 | 0.2

# Other structures follow.
SMILES | PV pol inh | PV pol inh FP z-score
CN1CCN(C(=S)Nc2ccc(S(N)(=O)=O)cc2)CC1 | 100 | -0.1
COC(=O)c1c(NC(=S)n2cc(C)cn2)sc2c1CCC(C)C2 (stereo not drawn) | 101 | 0.1
Cc1cc(NC(=S)N(C)C)ccc1Br | 97 | -1.4
Cc1ccc2c(c1)sc1nc(=O)n(-c3ccccc3)c(=O)n12 | 102 | -0.1
Cc1ccc(C)c(OCc2nnc(SC/C(O)=C(\C#N)c3nc4ccccc4[nH]3)o2)c1 | 105 | 0.4
O=C(O)c1ccc(Cn2cccn2)cc1 | 102 | 0.1
Cc1noc(C)c1COC(=O)[C@H](C)N=C1NS(=O)(=O)c2ccccc21 | 101 | -0.5
Cc1c(NC(=O)Nc2ccc(Cl)c(C(F)(F)F)c2)c(=O)n(-c2ccccc2)n1C | 104 | -1.4
COc1ccc(CNC(=O)c2ccc(CS(=O)(=O)c3ccccc3OC)o2)cc1 | 109 | 0.6
CCS(=O)(=O)NCCc1csc(-c2ccccc2)n1 | 105 | 1
COc1cc(C2N=C(N)Nc3nc4ccccc4n32)ccc1OCC(=O)O (stereo not drawn) | 110 | 1.2
Cc1nc2cc(-c3ccccc3)nn2c(C)c1CCC(=O)N1CCC2(CC1)OCCO2 | 103 | 1.8
CCOC(=O)c1c(C)oc2c1c(C=NC1CCCC1)c(O)c1ccccc12 | 102 | 0
CN(CC(=O)NC1CCCCC1)S(=O)(=O)c1ccccc1 | 107 | 0.5
O=S(=O)(NCc1ccccc1)N1CCCCC1 | 104 | 0.7
CSc1ccc(CN2C(=O)CCC2(C)C(=O)N2CCCC2)cc1 (stereo not drawn) | 102 | 0.1
CCC(C)NC(=O)C1CCN(C(=O)c2ccc(-n3ccc4ccccc43)s2)CC1 (stereo not drawn) | 100 | -1.3
Cc1cccc(N2C(=O)C3C(C(=O)NC4CC4)C4C=CC3(O4)C2C(=O)NC2CCCC2)c1 (stereo not drawn) | 103 | 0.4
Cc1ccc(-n2c(C)cc(/C=C(\C#N)C(=O)NCC3CCCO3)c2C)cc1 (stereo not drawn) | 100 | 0
CC(=O)Nc1ccc(S(=O)(=O)N2CCN=C2c2ccccc2)cc1 | 100 | -0.9
CCN(C(=O)c1cc2c(=O)oc3ccc(C)cc3c2s1)c1cc(OC)ccc1OC | 102 | -0.1
Cc1cccc(CCNC(=O)C2CCN(c3ncnc4c3nc3n4CCCCC3)CC2)c1 | 108 | 0.4
C=CCc1ccc(OCCCn2ccnc2)c(OC)c1 | 100 | -0.5
N#Cc1cccc(NC(=O)COC(=O)CCc2ccc(S(=O)(=O)N3CCOCC3)cc2)c1 | 104 | 0.4
CCCC(c1nnnn1CC1CCCO1)N(Cc1cccs1)Cc1cc2ccc(C)c(C)c2[nH]c1=O (stereo not drawn) | 105 | 0.9
O=C(CO/N=C/c1ccccc1Cl)N1CCCCCC1 | 107 | 0.6
Cc1n[nH]c(C)c1S(=O)(=O)N(C)C | 105 | 0.5
Cc1ccc2[nH]c3nc4ccccc4nc3c2c1 | 101 | 0
Cn1c(CCCCC(=O)O)nc2ccccc21 | 101 | -0.2
